KCNH2 3.1 block: blocks the human KCNH2 3.1 channel isoform | U2OS KCNH2 3.1, thallium flux FluxOr; hits give low values | 0.95% of 340,000 active | activity change, % (tested at about 1.8 µM);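 active = maximum activity change below -70%; inconclusive = maximum activity change from -70% to -50%; inactive = maximum activity change above -50%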;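 note: thallium influx rate constant from kinetic fluorescence after stimulation buffer; % is set by controls: 0 for no effect and ±100 for the full control effect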
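We transduce U2OS cells with the mutant 3.1 virus, culture them overnight, load FluxOr with Red40 quencher for 45 min, then add stimulation buffer and read kinetically for 2 min to derive a normalized rate constant.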
uPA surface inh: cell surface uPA generation inhibition. 0.31% of 330,000 active. cell surface uPA generation assay, qHTS. Potency, µM (highest dose often 38.3 µM), for inactives: at the highest dose activity change, negative = inhibition, hits mostly inhibitors; active = well fitted inhibition curve with a large enough effect; inconclusive = small, poorly fitted or top-dose-only effect; inactive = no such curve, though single readings can be large or run the other way; tested in mouse RAW 264.7 cells; note: potency is the fitted concentration of half-maximal effect; % is set by controls: 0 for no effect and ±100 for the full control effect; nearly all actives have a fitted effect of over 55% in size
ELG1 genotoxic: inducers of genotoxicity in HEK293T ELG1-luciferase cells | AID 504466 | Potency, µM (top dose mostly 46 µM), for the others: top-dose activity change, positive = activation, actives largely listed as activators | 1.3% of 330,000 active | HEK293T ELG1-luciferase reporter, luminescence, 16 h; note: potency is the fitted concentration of half-maximal effect; % of control where 0% means no effect; nearly all actives have a fitted effect of over 60% in size
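Reporter readout depends on ELG1 protein level, which increases with genetic stress. After 16 hr compound exposure at 37 °C, luciferase activity was quantified using ONE-Glo.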
Tb PFK block: blocks T. brucei phosphofructokinase | T. brucei PFK, ADP-Glo luminescence | 0.17% of 330,000 active | Potency, µM (top dose mostly 57.5 µM), for the others: top-dose activity, negative = inhibition, usual class: inhibitors;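 note: potency is the fitted concentration of half-maximal effect; 0% = uninhibited 1x PFK enzyme wells and -100% = no-enzyme wells; nearly all actives have a fitted effect of over 60% in size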
Target sequence (O15648 whole entry, looked up): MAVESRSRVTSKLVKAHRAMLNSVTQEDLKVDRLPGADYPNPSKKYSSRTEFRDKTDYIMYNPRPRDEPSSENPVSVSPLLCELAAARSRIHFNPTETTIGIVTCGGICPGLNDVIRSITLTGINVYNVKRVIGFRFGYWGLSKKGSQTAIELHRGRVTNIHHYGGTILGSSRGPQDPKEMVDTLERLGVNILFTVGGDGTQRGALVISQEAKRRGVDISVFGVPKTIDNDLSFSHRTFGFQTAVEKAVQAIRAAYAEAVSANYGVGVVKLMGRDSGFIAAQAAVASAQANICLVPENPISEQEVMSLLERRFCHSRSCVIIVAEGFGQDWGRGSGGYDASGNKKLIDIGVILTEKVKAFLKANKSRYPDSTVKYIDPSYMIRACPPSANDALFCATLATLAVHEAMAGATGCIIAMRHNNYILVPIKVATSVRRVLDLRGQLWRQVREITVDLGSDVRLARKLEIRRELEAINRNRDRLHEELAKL
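In TEA buffer at pH 8.0 with 5 mM MgCl2, enzyme (1.25 nM) converted F6P (0.5 mM) and ATP (0.1 mM) for 45 min at room temperature. ADP product was read by luciferase luminescence.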
FBPA coupling cs: counter-screen for Giardia aldolase inhibitors: coupling enzyme system; coupling enzyme system counterscreen, AmpLite Red fluorescence; 0.67% of 290,000 active; activity change, negative = inhibition, % at 58.2 µM, hits read low; in the data active = activity change below about -30%; note: % is set by controls: 0 for no effect and ±100 for the full control effect
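Counterscreen lacking aldolase: glyceraldehyde-3-phosphate coupling-enzyme reagent preincubated 10 min at RT with compound (at 57.5 uM final), then substrate/coupling system with AmpLite Red added; fluorescence read at 525/598 nm after 20 min RT.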
NPC1 prom act: NPC1 promoter activation; AID 485313; Potency, µM (titrated, usually from 9.22 µM), inactives show at the highest dose activation, most hits filed as activators; Huh7 NPC1 promoter luciferase reporter, 24 h; 2.4% of 320,000 active;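 note: potency is the fitted concentration of half-maximal effect; % of control where 0% means no effect; nearly all actives have a fitted effect of over 60% in size; reporter is driven by a mutant NPC1 promoter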
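Quantitative HTS used a cell-based reporter: Huh7 cells stably bearing the NPC1 promoter upstream of luciferase were treated with compounds for 24 h, and promoter activation was read as luminescence.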
VP16 counter: Gal4-VP16 reporter inhibition counter-screen; Drosophila S2 Gal4-VP16 UAS-luciferase, luminescence, 20 h; Potency, µM (top dose mostly 53.6 µM), for inactives: at the highest dose activity, negative = inhibition, actives largely listed as inhibitors; 3.5% of 310,000 active;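 note: Gal4-VP16 expression switched on by copper sulfate through the metallothionein promoter; potency is the fitted concentration of half-maximal effect; % is set by controls: 0 for no effect and ±100 for the full control effect; nearly all actives have a fitted effect of over 50% in size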
Rab9 promoter act: activates the Rab9 promoter; Huh7 Rab9 promoter-luciferase reporter, luminescence, 24 h; Potency, µM (titrated, usually from 9.22 µM), for inactives: at the top dose activation, negative = inhibition, hits mostly activators; 2.8% of 320,000 active; AID 485297; note: potency is the fitted concentration of half-maximal effect; % of control where 0% means no effect; nearly all actives have a fitted effect of over 60% in size
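Using Huh7 cells stably transfected with Rab9 promoter–luciferase, compounds were incubated 24 h at 37 °C, 5% CO2; luciferase luminescence was read 10 min after reagent addition.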
FLuc counter: firefly luciferase modulation, counter-screen for miR-21 project | P08659 | purified FLuc, Km substrates, luminescence inhibition | Potency, µM (highest dose often 57.5 µM), inactives show at the highest dose activity change, negative = inhibition, hits mostly inhibitors | 6.9% of 360,000 active | AID 588342;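 note: potency is the fitted concentration of half-maximal effect; plate controls were vehicle for no effect and reference inhibitor for full effect; nearly all actives have a fitted effect of over 55% in size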
Target sequence (P08659 whole entry, looked up): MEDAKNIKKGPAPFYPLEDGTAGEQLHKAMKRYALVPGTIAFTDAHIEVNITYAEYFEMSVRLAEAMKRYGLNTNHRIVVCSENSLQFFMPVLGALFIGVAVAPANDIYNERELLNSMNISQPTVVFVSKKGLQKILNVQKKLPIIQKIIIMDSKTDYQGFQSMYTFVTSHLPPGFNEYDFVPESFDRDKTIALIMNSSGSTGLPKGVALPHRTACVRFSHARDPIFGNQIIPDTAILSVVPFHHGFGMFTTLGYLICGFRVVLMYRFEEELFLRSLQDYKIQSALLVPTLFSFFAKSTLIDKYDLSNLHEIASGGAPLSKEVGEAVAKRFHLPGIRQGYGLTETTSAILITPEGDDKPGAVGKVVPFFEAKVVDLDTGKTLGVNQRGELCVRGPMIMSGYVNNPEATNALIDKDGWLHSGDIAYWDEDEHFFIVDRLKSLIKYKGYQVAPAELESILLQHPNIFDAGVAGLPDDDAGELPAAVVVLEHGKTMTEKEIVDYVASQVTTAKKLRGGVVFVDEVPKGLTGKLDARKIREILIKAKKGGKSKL
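Purified P. pyralis luciferase (10nM final) with 10uM D-luciferin and 10uM ATP (Km levels) in 50mM Tris acetate pH 7.5, 10mM Mg acetate, 0.01% Tween-20, 0.05% BSA; qHTS 6-point titration, ~60 µM downward; luminescence read.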
Giardia kill: kills Giardia lamblia | activity change, % at 7.66 µM, hits read low | Giardia lamblia trophozoite viability | 0.15% of 340,000 active; in the data active = activity change below about -80%; inconclusive = between about -30% and that limit;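 note: parasites exposed to compound for two days anaerobically before the ATP read; % is set by controls: 0 for no effect and ±100 for the full control effect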
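Giardia lamblia trophozoites (100 cells/well) were incubated with compounds for 48 h at 37 deg C under anaerobic conditions. Viability was read as ATP content by one-step luminescence after 15-30 min at room temperature.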
RORgamma inh: ROR gamma (mouse) transcription inhibition; P51450; Potency, µM (top dose mostly 53.6 µM), for the others: top-dose activity change, negative = inhibition, usual class: inhibitors; Drosophila S2 Gal4-RORgamma UAS-luciferase reporter, 20 h; 5.4% of 310,000 active; AID 2551; note: potency is the fitted concentration of half-maximal effect; % is set by controls: 0 for no effect and ±100 for the full control effect; nearly all actives have a fitted effect of over 60% in size
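Read-out: Photinus luciferase luminescence; inhibitors lower reporter signal. Insect Schneider cells with Gal4-ROR gamma fusion under metallothionein promoter, UAS reporter; 700 uM final copper sulfate induction, 20 hr, ambient temperature.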
Numbers without * were called inactive; ? = inconclusive; . = not tested or not shown; [ ] = another dose, or the depositor's remark. Unless noted, calls come from the whole dose curve; as a rule, active = well fitted curve in the direction sought with a large enough effect; inconclusive = small, poorly fitted or top-dose-only effect, or another doubt; inactive = no such curve, though single readings can be large; an effect the other way counts as inactive or inconclusive.

Under each structure – KCNH2 3.1 block	uPA surface inh	ELG1 genotoxic	Tb PFK block	FBPA coupling cs	NPC1 prom act	VP16 counter	Rab9 promoter act	FLuc counter	Giardia kill	RORgamma inh
- COCC(=O)Nc1nnc(Cc2ccc(OC)cc2)s1
  -5	0%	3%	2%	3	-3%	-5%	-2%	0%	6	-11%
- O=C(NCc1ccco1)c1cccc(NC(=O)c2ccccc2)c1
  0	-2%	0%	-1%	-1	-3%	10%	3%	-17%	-1	39%
- COc1cccc(-c2nn(-c3ccc(C)cc3)cc2C(=O)NCC2CCCO2)c1 (stereo unspecified)
  3	-12%	-5%	1%	.	-1%	.	13%	9.5µM*	7	.
- O=C1N[C@H](Cc2c[nH]c3ccccc23)COC(=O)[C@H](Cc2ccc(F)cc2)C/C=C\C[C@H]1CC(=O)N(CCO)Cc1ccccc1
  3	?	-7%	-1%	.	.	.	.	.	19	.
- Cc1cc(/C=N/n2cnnc2)c(O)c([N+](=O)[O-])c1
  16	1%	0%	-5%	1	9%	-7%	3%	-6%	5	-12%
- CN(C)CCCNC(=S)/N=c1\sccn1Cc1ccccc1Cl
  -38	-6%	-4%	2%	-1	0%	-16%	0%	0%	-11	-9%
- CC(=O)N(CCCN(C)C)Cc1ccccn1
  -15	2%	1%	-3%	3	3%	-9%	2%	-2%	?	12%
- COCc1nc2sc(C)c(C)c2c(=O)[nH]1
  -7	1%	0%	-1%	-3	-3%	-3%	-4%	1%	-6	25%
- C=CCn1c(SCC(=O)Nc2ccc(C(=O)O)cc2)nnc1-c1cccnc1
  2	-2%	3%	0%	6	-5%	0%	-3%	0%	7	10%
- CC(=O)c1cccc(N2C(=NC(=O)C3CCCCC3)SC3CS(=O)(=O)CC32)c1 (stereo unspecified)
  6	-1%	5%	1%	-3	-1%	9%	0%	1%	5	8%
- CC1(C)CN(c2ccccc2)N(C(=O)c2ccc(C#N)cc2)C1=O
  2	-4%	10%	1%	4	-1%	5%	25%	2%	8	-13%
- O=C(CCCc1nc(-c2ccc(Cl)cc2)no1)N1CCOCC1
  13	.	-1%	-6%	-1	-4%	-10%	-5%	-2%	-17	-14%
- O=C(CN(C(=O)CCC(=O)Nc1nccs1)c1ccccc1F)NCC1CCCO1 (stereo unspecified)
  3	9%	-2%	-11%	0	-1%	.	-6%	3%	1	-13%[0.365 µM]
- Cc1nn(-c2ccccc2)c(NC(=O)c2ccccc2)c1Br
  3	-8%	0%	9%	-1	-4%	1%	0%	-1%	-17	-9%
- O=C1CCC(=O)N1CCc1c[nH]c2ccccc12
  5	-2%	0%	-1%	4	-1%	-8%	-2%	-7%	11	17%
- CC(CC(=O)N(CCC1=CCCCC1)c1c(N)n(Cc2ccccc2)c(=O)[nH]c1=O)c1ccccc1 (stereo unspecified)
  -8	-1%	0%	-9%	.	0%	.	-1%	2%	0	.
- O=[N+]([O-])c1ccc(C2=NN(CCO)C(=Nc3ccc(OC(F)(F)F)cc3)SC2)cc1
  16	4%	-16%	3%	-1	-4%	-9%	-8%	-1%	-16	?
- Cc1ccc(NS(=O)(=O)c2c(C)[nH]c(C)c2C(=O)N2CCCCC2)cc1F
  2	2%	-4%	-4%	.	-5%	1%	-1%	-1%	0	21%
- COc1cccc(-c2c(C(=O)N/N=C/c3ccncc3)nnn2-c2nonc2N)c1
  4	2%	-6%	0%	2	-1%	11%	-2%	2%	14	17%
- O=C(O)c1cnc(N2CCOCC2)nc1
  17	0%	0%	-2%	0	3%	-2%	-8%	-1%	17	-2%
- Cc1cc(S(=O)(=O)NCC(c2ccc3c(c2)OCO3)N2CCOCC2)ccc1F (stereo unspecified)
  -8	-8%	1%	-4%	.	-4%	.	-10%	?	3	.
- CC12CCC(C(=O)Nc3cccc(NC(=O)C45CCC(C)(C(=O)O4)C5(C)C)n3)(OC1=O)C2(C)C
  11	-2%	-9%	-1%	-1	-2%	4%	-10%	0%	44[activator]	0%
- O=c1c(C=NCc2cccnc2)c(C(F)(F)F)[nH]n1-c1nc2ccccc2s1
  -14	-10%	-6%	2%	-2	-2%	-12%	1%	2%	-28	1%
- COc1ccc(NS(=O)(=O)c2cccc(C(=O)NNC(=O)CN3C(=O)NC(C)(C)C3=O)c2)cc1
  3	14%	4%	0%	.	-4%	.	2%	-1%	4	.
- COCCNC(=S)N=Nc1c(O)[nH]c2ccc([N+](=O)[O-])cc12
  -3	1%	1%	-4%	1	0%	-18%	-5%	0%	5	0.56µM*
- COc1ccc(Cl)cc1NC(=O)COC(=O)c1ccc(Br)o1
  2	3%	1%	-1%	.	.	.	.	.	13	.
- S=C(NC1CC1)N1CCN(c2ccc(Cl)cc2)CC1
  -15	3%	-6%	-8%	-3	-5%	10%	4%	-1%	-20	-37%
- COc1ccc(-c2nn(-c3ccccc3)cc2C(=O)Nc2nccs2)cc1
  -5	-3%	-17%	-1%	-5	-5%	11µM*	2%	-5%	-7	7.1µM*
- O=C(NCCc1ccccn1)c1nc(Cn2ccc([N+](=O)[O-])n2)no1
  -22	5%	0%	5%	1	-2%	-1%	3%	0%	-25	-4%
- CC(=O)OCc1nc2ccccc2s1
  26	.	?	0%	2	14%	14%	15%	5.4µM*	-8	11%
- CCOC(=O)c1nc2nc(-c3cccs3)cc(C(F)(F)F)n2n1
  -6	-3%	-5%	-1%	-3	0%	-5%	-3%	1%	-5	-14%
- COc1cc(CN2CCN(Cc3cccc(OC)c3OC)CC2)cc(OC)c1
  -1	-10%	-3%	1%	0	-7%	8%	-6%	0%	7	10%
- CN(CC(=O)Nc1ccc(N2CCOCC2)cc1)C(=O)c1ccc(O)c(Cl)c1
  .	-1%	-2%	0%	.	-6%	1%	-2%	-4%	-13	-5%
- CC(C)(C)C(=O)OCCNc1nc(-c2ccccc2)nc2ccccc12
  -7	-3%	-2%	-3%	0	-2%	-11%	-2%	-12%	8	?
- O=C(NC1CCCC1)C(c1ccccn1)N(C(=O)c1csnn1)c1ccccc1Br (stereo unspecified)
  -1	-2%	0%	12%	.	1%	.	2%	1%	6	.
- N#CCSc1nc2c(c(=O)n1Cc1ccco1)C1(CCCC1)Cc1ccccc1-2
  10	-6%	-4%	-2%	7	-1%	-7%	0%	6%	23	-21%
- CC(N=c1ccccn1C(=O)Nc1cccc(C(F)(F)F)c1)c1ccco1 (stereo unspecified)
  1	-1%	.	.	0	.	17%	.	0%	4	17%
- CCCCCCNC(=O)CCNC(=O)c1cc(OC)c(OC)c(OC)c1
  -7	.	-1%	-6%	5	-2%	2%	-3%	0%	3	-12%
- CCOC(=O)/C=C/C(=O)OCc1csc(CC(=O)Nc2ccccc2C)n1
  19	-13%	-1%	-17%	.	-3%	3%	0%	-3%	1	1%
- CCOc1cc(NC(=O)c2ccccn2)c(OCC)cc1NC(=O)c1ccc(OC)cc1
  11	7%	-10%	1%	-2	-11%	5%	-1%	5%	7	-19%
- Fc1cccc(F)c1/C=N/N1CCOCC1
  11	4%	6%	3%	0	-1%	-10%	-4%	-3%	6	0%
- CCCCNC(=O)CSc1nc2cc3c(cc2c(=O)n1Cc1ccco1)OCO3
  0	-1%	-12%	-1%	6	-7%	-3%	3%	3%	6	8%
- Cc1ccc(C)c(OCCC(=O)OCC(=O)NC2CC2)c1
  -5	5%	1%	-3%	.	1%	.	3%	2%	4	.
- CCCOc1cccc(-c2cc(C(=O)NN)c3ccccc3n2)c1
  -28	12%	-2%	-7%	-4	1%	?	2%	21µM*	-13	11µM*
- CC1(C(=O)NC2CCCC2)CCC(=O)N1CCC1=CCCCC1 (stereo unspecified)
  3	5%	-3%	-3%	2	-9%	-6%	1%	7%	16	2%
- CCn1cc(/C=C(/C#N)S(=O)(=O)c2ccccc2)cn1
  8	.	-1%	-4%	-1	2%	-6%	-1%	-36%	-11	18%
- O=C(CS(=O)(=O)c1cn(Cc2cccc(F)c2)c2ccccc12)N1CCOCC1
  -13	3%	0%	5%	0	-2%	8%	-4%	-2%	22	44%
- Cc1c2cnn(CC(=O)NCCCN3CC(C)CC(C)C3)c(=O)c2c(C)n1Cc1ccccc1Cl (stereo unspecified)
  -27	-11%	0%	-1%	0	-5%	-6%	-1%	1%	34[activator]	8%

Three compounds out of the list, sorted by length of the SMILES, smallest number first.
Under each structure – KCNH2 3.1 block	uPA surface inh	ELG1 genotoxic	Tb PFK block	FBPA coupling cs	NPC1 prom act	VP16 counter	Rab9 promoter act	FLuc counter	Giardia kill	RORgamma inh
- CCOC(=O)c1nc2nc(-c3cccs3)cc(C(F)(F)F)n2n1
  -6	-3%	-5%	-1%	-3	0%	-5%	-3%	1%	-5	-14%
- CN(CC(=O)Nc1ccc(N2CCOCC2)cc1)C(=O)c1ccc(O)c(Cl)c1
  .	-1%	-2%	0%	.	-6%	1%	-2%	-4%	-13	-5%
- O=C(CS(=O)(=O)c1cn(Cc2cccc(F)c2)c2ccccc12)N1CCOCC1
  -13	3%	0%	5%	0	-2%	8%	-4%	-2%	22	44%
